# Compound activity deposited in PubChem by several laboratories.
# PGE2 EP2 inh: blocks the human prostaglandin E2 receptor EP2; P43116; C6 glioma cells expressing human EP2, cAMP TR-FRET; cells stimulated with saturating PGE2; inhibition, % at 25 µM; 260,000 tested, 0.52% active;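 active = percent inhibition above 40 after rounding to a whole number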;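 also: rat C6 glioma host cells with rolipram phosphodiesterase inhibitor present; the protocol text gives 20 µM as final concentration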
# zVAD death inh: blocks zVAD induced death of L929 cells; L929 zVAD necroptosis rescue, ATP luminescence, 24 h; with zVAD 60 µM; viability rescue, % at 10 µM; 220,000 tested, 0.38% active; AID 1377;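 active = activation, scaled between plate controls, above about 75%, limit read from the data; inactive = activation under that limit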;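 also: 0% = zVAD with DMSO and 100% = DMSO alone without zVAD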
# TbHK1 inh: blocks Trypanosoma brucei hexokinase 1 activity. AID 1430. recombinant TbHK1, G6PDH-coupled NADH A340. inhibition, % at 10 µM. 220,000 tested, 0.11% active;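 active = inhibition of 50% or more in the single-dose primary screen; inactive = inhibition below 50%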
# CHOP inh: blocks CHOP induction under ER stress. CHO-K1 CHOP-promoter luciferase, tunicamycin-induced, 15-18 h. inhibition, % at 10 µM. 220,000 tested, 3.8% active;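 active = compounds that reduced the stress-induced luciferase reporter signal by more than about 70% of percent inhibition, limit read from the data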;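 also: 0% = tunicamycin plus vehicle and 100% = wells without tunicamycin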
# FXIa inh: factor XIa (human) inhibition. P03951. purified FXIa, Boc-Glu-Ala-Arg-AMC fluorogenic substrate. inhibition, % at 5 µM. 220,000 tested, 0.14% active. AID 798;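 active = inhibition of at least 40%; inactive = inhibition below 40%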;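 also: fluorescence of freed AMC excited at 355 nm; 0% = enzyme without compound and 100% = no enzyme blank; many of its hits are not listed in these tables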
# PPC-1+TRAIL kill: compounds killing PPC-1 cancer cells with TRAIL present (potentiator screen, no TRAIL-free arm); PPC-1 cells + TRAIL, ATPLite viability luminescence; cell killing (% activity), % at 4 µM; 220,000 tested, 0.41% active; AID 1443;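 active = cell killing above 50% in the first pass at 4 µM, then a duplicate retest at 5 µM averaging 50% or more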;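 also: plate controls were cells with TRAIL plus DMSO for no effect and medium-only wells lacking cells for full effect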
# FXIIa inh: factor XIIa (human) inhibition; inhibition, % at 5 µM; 220,000 tested, 0.3% active; purified FXIIa, Boc-QGR-AMC fluorogenic substrate, 2 h; AID 800; P00748; in the data active = inhibition above about 40%;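 also: 0% = enzyme with no compound and 100% = blank without enzyme; many of its hits are not listed in these tables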
# TNF death inh: TNF-alpha cell death inhibition in Jurkat FADD-/- cells. 220,000 tested, 0.068% active. Jurkat FADD-/- TNF necroptosis rescue, ATP luminescence, 24 h; 0 = TNF only, 100 = no-TNF cells. AID 463075. activation (protection from cell death), % at 10 µM;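 active = activation, meaning protection from cell death, of at least 50% relative to plate controls; inactive = activation below 50%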;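 also: necroptosis triggered by 40 ng/mL TNF-alpha added together with compound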
# Wee1 stabilizer: blocks degradation of human Wee1 kinase; P30291; HeLa Luc-Wee1K328M stability, luciferase luminescence; 100% = proteasome inhibitor MG132 effect; reporter increase, % at 5 µM; AID 1321; 220,000 tested, 1.2% active;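 active = activation above the mean of all tested compounds plus 3 SD, set per screening run, cut at about 8.8% in these data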;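 also: cells exposed to compound for 20 h before luminescence read; 0% = DMSO alone and 100% = MG132 at 30 µM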
# Target sequence (P30291 whole entry K328M): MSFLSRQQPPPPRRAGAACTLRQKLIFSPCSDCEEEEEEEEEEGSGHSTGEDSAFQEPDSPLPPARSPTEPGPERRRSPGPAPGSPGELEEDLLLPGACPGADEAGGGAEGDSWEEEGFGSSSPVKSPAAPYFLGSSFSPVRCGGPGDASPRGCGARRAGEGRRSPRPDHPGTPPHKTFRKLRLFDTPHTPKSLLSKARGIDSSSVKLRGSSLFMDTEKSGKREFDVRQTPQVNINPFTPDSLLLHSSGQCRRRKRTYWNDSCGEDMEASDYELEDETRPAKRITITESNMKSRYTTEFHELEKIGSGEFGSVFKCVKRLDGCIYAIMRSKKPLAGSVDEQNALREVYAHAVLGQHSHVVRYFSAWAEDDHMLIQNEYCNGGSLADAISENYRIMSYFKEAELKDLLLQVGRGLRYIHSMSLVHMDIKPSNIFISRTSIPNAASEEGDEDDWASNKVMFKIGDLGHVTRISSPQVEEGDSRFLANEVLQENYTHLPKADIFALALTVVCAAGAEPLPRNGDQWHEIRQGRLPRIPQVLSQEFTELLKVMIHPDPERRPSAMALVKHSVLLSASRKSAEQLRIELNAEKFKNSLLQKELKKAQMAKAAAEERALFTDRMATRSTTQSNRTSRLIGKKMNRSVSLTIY
# Active calls of the source: *; . = no result given; & = joins results of further samples. This is a subset; rates above refer to the full screens.
canonical_smiles	PGE2 EP2 inh	zVAD death inh	TbHK1 inh	CHOP inh	FXIa inh	PPC-1+TRAIL kill	FXIIa inh	TNF death inh	Wee1 stabilizer
COc1ccc(CCNc2c(N)n(Cc3ccccc3)c(=O)[nH]c2=O)cc1OC	12	0.7	-2	3	2	-14	10	-3.9	3
N#C/C(=N\Nc1ccc(S(=O)(=O)N2CCc3ccccc32)cc1)C(N)=S	9	48	-4	66	2	-6	.	-3.0	1
CC(=O)c1ccc(-n2nnnc2SCC(=O)Nc2cccc(NC(=O)c3ccco3)c2)cc1	2	0.1	-9	15	-22	-6	-18	0.0	-2
CCCCCC(=O)Nc1cc(N(C)C)nc2ccccc12	40*	0.0	-4	.	-11	23	-8	0.2	-3
Cc1ccc(NC(=O)CN2C(=O)COc3ccc(C)cc32)nc1	6	-1.5	7	36	-3	16	1	1.1	-1
Cn1cc([C@@H]2C[C@H]3CN(Cc4cccc(Cl)c4)C(=O)[C@]34CCCN24)c(-c2ccccc2)n1	3	1.0	-8	11	-6	-13	-2	0.6	1
C/C(N)=C(/C#N)C(=O)COC(=O)c1ccccc1Oc1ccccc1	9	1.6	2	5	0	17	7	-1.2	-5
CCCOc1ccc(C(=O)Nn2c(C)nc3ccccc3c2=O)cc1	13	0.7	7	5	3	-4	15	-0.2	5
COc1ccc(C2CC(=O)c3ccccc3O2)cc1 (stereo not given)	17	1.0	-5	-8	3	2	14	2.9	1
CCOc1ccc2[nH]c(=O)c(CN(Cc3cccs3)Cc3nnnn3C(C)(C)CC)cc2c1	13	-0.1	-15	49	-4	23	31	-12	-2
OCCCN=C1CCCc2c1[nH]c1ccc(Cl)cc21	12	0.5	-25	12	-4	3	-1	-0.5	1
CSCCC(NS(=O)(=O)c1ccc(Cl)cc1)C(=O)OCC(=O)NC1CC1 (stereo not given)	.	0.1	-3	1	1	7	12	-0.4	1
CCn1c2ccccc2c2cc(C3C(C#N)=C(N)Oc4n[nH]c(COC)c43)ccc21 (stereo not given)	2	0.0	-17	13	-2	18	13	-5.0	-2
O=c1[nH]c(SCc2ccc(Cl)cc2)nc2[nH]ncc12	4	0.3	1	6	2	-3	10	-1.2	1
Cc1ccc[n+](-c2[nH]c(=O)sc2/C=N/N=C(\[O-])CCn2c3ccccc3c3ccccc32)c1	14	0.3	0	-10	2	13	9	0.5	-3
Cc1ccc(NC(=O)CSc2nnc(NC(=O)c3ccco3)s2)cc1	7	-0.4	-6	-2	-1	12	5	-0.2	-3
Cc1sc(NC(=O)c2ccco2)c(C(c2ccc(F)cc2)N2CCN(C)CC2)c1C (stereo not given)	12	-0.5	-6	39	-3	15	3	2.6	2
COc1ccc(NC(=S)Nc2ccc(N)c([N+](=O)[O-])c2)cc1	5	0.3	-7	2	-3	43	7	-1.9	3
Cc1cc(C)nc(SC2CCCCC2NS(=O)(=O)c2ccccc2)n1 (stereo not given)	2	0.2	15	-6	6	-6	9	2.6	0
CC1(C)CC(=O)C2=C(C1)Nc1ccccc1N=C2	3&20	-0.1	-13	10	10	30	10	6.3	-1
CC(=O)c1sc(NC(=O)c2ccccc2F)nc1-c1ccccc1	14	2.5	2	-16	-7	11	10	1.5	14*
CCOC(=O)N1CCN(S(=O)(=O)c2ccc3[nH]c(=O)sc3c2)CC1	6	-0.7	2	12	-6	22	10	1.4	1
C/C(=N\NC(=O)c1ccc2c(c1)OCO2)c1ccc2c(c1)OCO2	3	4.8	-16	12	-3	24	1	-0.4	1
COc1c(C)cc(Br)cc1C(=O)NCc1cccnc1	4	-0.8	4	-21	5	2	13	-1.2	5
Cc1cc(C)nc(NS(=O)(=O)c2ccc(Br)cc2)n1	10	-1.1	-2	25	-5	44	2	-0.5	2
Cn1cccc1Cc1nnc(SCC(=O)Nc2ccc3c(c2)OCCO3)n1-c1ccc(F)cc1	4	2.1	2	19	-13	3	-3	1.4	-3
CC(=O)Nc1ccc(NC(=O)C(F)(F)F)cc1	6	-0.1	2	-5	4	21	7	-0.3	1
Cc1ccc(Sc2ncccc2COC(=O)Nc2ccccc2)cc1	10	0.0	-8	49	-1	-9	11	-0.5	3
OCCNc1nc2ccccc2nc1NCCO	6	1.2	1	-4	7	-16	5	0.9	3

# 16 consecutive records from above:
canonical_smiles	PGE2 EP2 inh	zVAD death inh	TbHK1 inh	CHOP inh	FXIa inh	PPC-1+TRAIL kill	FXIIa inh	TNF death inh	Wee1 stabilizer
CSCCC(NS(=O)(=O)c1ccc(Cl)cc1)C(=O)OCC(=O)NC1CC1 (stereo not given)	.	0.1	-3	1	1	7	12	-0.4	1
CCn1c2ccccc2c2cc(C3C(C#N)=C(N)Oc4n[nH]c(COC)c43)ccc21 (stereo not given)	2	0.0	-17	13	-2	18	13	-5.0	-2
O=c1[nH]c(SCc2ccc(Cl)cc2)nc2[nH]ncc12	4	0.3	1	6	2	-3	10	-1.2	1
Cc1ccc[n+](-c2[nH]c(=O)sc2/C=N/N=C(\[O-])CCn2c3ccccc3c3ccccc32)c1	14	0.3	0	-10	2	13	9	0.5	-3
Cc1ccc(NC(=O)CSc2nnc(NC(=O)c3ccco3)s2)cc1	7	-0.4	-6	-2	-1	12	5	-0.2	-3
Cc1sc(NC(=O)c2ccco2)c(C(c2ccc(F)cc2)N2CCN(C)CC2)c1C (stereo not given)	12	-0.5	-6	39	-3	15	3	2.6	2
COc1ccc(NC(=S)Nc2ccc(N)c([N+](=O)[O-])c2)cc1	5	0.3	-7	2	-3	43	7	-1.9	3
Cc1cc(C)nc(SC2CCCCC2NS(=O)(=O)c2ccccc2)n1 (stereo not given)	2	0.2	15	-6	6	-6	9	2.6	0
CC1(C)CC(=O)C2=C(C1)Nc1ccccc1N=C2	3&20	-0.1	-13	10	10	30	10	6.3	-1
CC(=O)c1sc(NC(=O)c2ccccc2F)nc1-c1ccccc1	14	2.5	2	-16	-7	11	10	1.5	14*
CCOC(=O)N1CCN(S(=O)(=O)c2ccc3[nH]c(=O)sc3c2)CC1	6	-0.7	2	12	-6	22	10	1.4	1
C/C(=N\NC(=O)c1ccc2c(c1)OCO2)c1ccc2c(c1)OCO2	3	4.8	-16	12	-3	24	1	-0.4	1
COc1c(C)cc(Br)cc1C(=O)NCc1cccnc1	4	-0.8	4	-21	5	2	13	-1.2	5
Cc1cc(C)nc(NS(=O)(=O)c2ccc(Br)cc2)n1	10	-1.1	-2	25	-5	44	2	-0.5	2
Cn1cccc1Cc1nnc(SCC(=O)Nc2ccc3c(c2)OCCO3)n1-c1ccc(F)cc1	4	2.1	2	19	-13	3	-3	1.4	-3
CC(=O)Nc1ccc(NC(=O)C(F)(F)F)cc1	6	-0.1	2	-5	4	21	7	-0.3	1
